Compound activity from PubChem BioAssay.
zfTRPN1 agonist: activates the zebrafish TRPN1 channel; HEK293 zebrafish TRPN1-YFP, Fluo-8 calcium fluorescence; 100% = response to 87 µM carbachol; activation, % at 3 µM; 220,000 tested, 0.18% active; AID 1424;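 active = activation above its plate's cutoff, the mean activation of test wells on that plate plus 3 SD, cut at about 19% in these data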;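 note: 0% = DMSO alone and 100% = 87 µM carbachol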
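Material: zebrafish TRPN1-YFP in HEK293 cells; Doses: single test compound dose, 3 µM nominal, 0.3% DMSO; Timing: dye loading 1 h at 37 °C, then 30 min room temperature; Technique: intracellular calcium fluorescence with Fluo-8; Benchmarks: high carbachol 87 µM, low DMSO alone.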
Ba/F3 V617F tox: reduce viability of Ba/F3 cells dependent on JAK2V617F | inhibition, % at 5.6 µM | 220,000 tested, 1.1% active | AID 1446 | Ba/F3 EpoR-JAK2V617F viability, ATP luminescence;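 active = inhibition above the campaign mean plus 3 SD over all tested compounds, cut at about 24% in these data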;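 note: cytokine-independent growth of Ba/F3 cells driven by EpoR plus mutant JAK2; 0% = DMSO-treated cells and 100% = JAK inhibitor I control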
Calpain2 inh: inhibitors of pig calpain II. purified calpain II, fluorogenic peptide substrate, 30 min. 220,000 tested, 0.37% active. AID 1236. inhibition, % at 16 µM;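 active = inhibition above about 50%, limit read from the data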
BaF3 tox: parental Ba/F3 viability inhibition as JAK2V617F counter-screen; AID 1486; inhibition, % at 5.6 µM; CellTiter-Glo ATP luminescence; 220,000 tested, 1.1% active;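 active = inhibition above a per-campaign cutoff, the mean inhibition of all tested compounds plus 3 SD, cut at about 27% in these data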;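 note: 0% = DMSO wells and 100% = JAK Inhibitor I control wells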
TRPML3 agonist: activates the human TRPML3 channel | HEK293 TRPML3-YFP, Fluo-8 calcium fluorescence; 100% = the carbachol control signal | activation, % at 3 µM | 220,000 tested, 0.29% active | AID 1448;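 active = activation above its plate's cutoff, the mean activation of the plate's test wells plus 3 SD, cut at about 12% in these data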;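 note: 0% = DMSO only wells and 100% = carbachol wells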
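Test system – HEK293 line with stable expression of human TRPML3-YFP channel · Control set – carbachol 87 µM final as high control (100%), DMSO as low control (0%) · Signal – Fluo-8 calcium dye fluorescence, ex 470-495, em 515-575 nm · Incubation – 1-h 37 °C dye load, 5-s basal, 120-s post-compound reads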
EP2 modulator: modulators of human EP2 prostaglandin E2 receptor; 260,000 tested, 0.83% active; induction, % at 25 µM; AID 940; EP2-expressing cells, cAMP HTRF FRET, PGE2 co-stimulation; P43116;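 active = compounds whose cAMP rise, as percent of the full-agonist control response, exceeds 60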;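 note: rat C6 glioma line stably carrying human EP2 under a CMV promoter; the protocol text gives 20 µM as final concentration; 100% = response of wells given 1 µM PGE2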
Target sequence (P43116 whole entry, looked up): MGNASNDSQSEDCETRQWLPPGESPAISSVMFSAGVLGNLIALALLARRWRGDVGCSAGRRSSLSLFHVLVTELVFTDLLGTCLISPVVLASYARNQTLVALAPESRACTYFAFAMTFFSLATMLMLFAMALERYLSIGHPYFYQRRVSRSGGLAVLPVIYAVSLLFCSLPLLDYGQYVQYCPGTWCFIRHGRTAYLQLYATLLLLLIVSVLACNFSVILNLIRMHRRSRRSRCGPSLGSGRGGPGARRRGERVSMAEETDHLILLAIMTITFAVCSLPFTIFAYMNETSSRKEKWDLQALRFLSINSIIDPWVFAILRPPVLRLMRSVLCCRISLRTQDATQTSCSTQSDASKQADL
S1P4 antagonist: blocks the human S1P4 receptor | 220,000 tested, 0.26% active | AID 1510 | inhibition, % at 4.98 µM | S1P4-expressing cells, antagonist mode, reporter read-out | O95977; in the data active = inhibition above about 29%;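 note: 0% = wells stimulated with agonist and 100% = vehicle wells without agonist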
Target sequence (O95977 whole entry, looked up): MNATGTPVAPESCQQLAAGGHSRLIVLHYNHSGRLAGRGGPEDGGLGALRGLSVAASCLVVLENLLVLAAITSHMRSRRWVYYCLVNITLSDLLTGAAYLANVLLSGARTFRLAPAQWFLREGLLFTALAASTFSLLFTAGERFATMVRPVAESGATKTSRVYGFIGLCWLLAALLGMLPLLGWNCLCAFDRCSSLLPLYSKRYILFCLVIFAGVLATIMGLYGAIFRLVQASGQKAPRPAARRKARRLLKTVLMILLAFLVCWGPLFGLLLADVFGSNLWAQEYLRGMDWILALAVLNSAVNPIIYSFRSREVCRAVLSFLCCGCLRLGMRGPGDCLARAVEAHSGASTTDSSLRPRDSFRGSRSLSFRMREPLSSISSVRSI
PERK inh: human PERK inhibition, primary cell-based screen; CHO PERK-DD fusion, SEAP luminescence translation reporter; inhibition, % at 5.6 µM; 220,000 tested, 0.17% active;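 active = inhibition above the mean inhibition of all tested compounds plus 3 SD, set separately per screening campaign, cut at about 2.9% in these data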;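 note: PERK kinase domain activated by AP20187 dimerizer at 100 nM; 0% = DMSO with dimerizer and 100% = rapamycin at 8.4 µM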
S1P4 agonist: human S1P4 receptor agonism. O95977. AID 1509. S1P4-expressing cell line, agonist reporter assay. activation, % at 4.98 µM. 220,000 tested, 0.35% active; in the data active = activation above about 11%;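 note: 0% = DMSO vehicle and 100% = reference agonist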
* marks the source's active call; other numbers are inactive results; i = inactive; & = joins results of further samples. An excerpt; the hit share may differ from the screen's.

Every second line gives: zfTRPN1 agonist | Ba/F3 V617F tox | Calpain2 inh | BaF3 tox | TRPML3 agonist | EP2 modulator | S1P4 antagonist | PERK inh | S1P4 agonist
- CCCCNC(=O)CN1C(=O)CN=C(c2ccccc2)c2ccccc21
    1.6 | -1 | -3 | -4 | 0.3 | -1 | -12 | -0.1 | 0.0
- Cc1cccn2c(=O)c3c(nc12)N1CCCCCC1C1(C3)C(=O)N(C)C(=O)N(C)C1=O (stereo not drawn)
    -2.3 | 0 | -9 | -4 | -1.0 | -17 | 2 | 0.0 | -0.7
- COC(=O)[C@@H]1C[C@H]1[C@@H](NP(=O)(c1ccccc1)c1ccccc1)c1ccccc1
    -0.2 | 4 | 20 | 8 | 0.6 | 29 | -7 | -1.0 | 1.3
- CCc1ccc(CN2CCN(Cc3ccc(SC)cc3)CC2)cc1
    3.9 | -1 | -14 | 5 | 3.2 | 4 | -3 | 0.3 | -0.6
- Cc1ccc(/C=C2/C(=O)NC(=O)N(CC3CCCO3)C2=O)s1 (stereo not drawn)
    0.7 | 1 | 22 | 10 | 0.8 | -85 | -19 | -0.5 | 0.7
- Cc1ccnc(-n2c(C)cc(/C=C3\C(=O)NC(=S)N(C)C3=O)c2C)c1
    1.6 | 1 | -8 | 3 | 0.8 | 2 | 3 | 0.2 | -1.4
- CC(C)[C@@]1(NC(=O)[C@@H]2C=C3c4cccc5[nH]cc(c45)C[C@H]3N(C)C2)O[C@@]2(O)[C@@H]3CCCN3C(=O)[C@H](Cc3ccccc3)N2C1=O
    2.1 | 6 | -133 | 10 | 1.0 | -23&-17 | -23 | -0.6 | 2.6
- Cn1c(O)c(C(=N)COc2cccc(Cl)c2)c(=O)n(C)c1=O
    1.2 | -3 | -6 | 1 | 0.9 | 10 | 10 | 1.8 | 0.2
- CCCc1nc2ccccc2c(=O)n1-c1ccc(OC)cc1
    -0.1 | -3 | -10 | 4 | -0.2 | 0 | -28 | -0.5 | 0.3
- Cc1cccc(-n2c(-c3cccs3)nc3ccccc3c2=O)c1
    -1.0 | 1 | 33 | 6 | 0.2 | 21 | -18 | -0.5 | -0.3
- CN(C)c1ccc(C=C2C(=O)NC(=S)NC2=O)cc1[N+](=O)[O-]
    -1.0 | 1 | -8 | 8 | 0.4 | -19 | -20 | 0.2 | 0.1
- CCCCCCn1c(O)c(C=NCCN2CCCCC2)c(=O)[nH]c1=O
    1.7 | -2 | 12 | 4 | 0.9 | -9 | -20 | 0.3 | 0.2
- Cc1ccc(S(=O)(=O)N2CC3CC(C2)c2cccc(=O)n2C3)cc1 (stereo not drawn)
    -0.7 | 0 | -2 | 6 | -0.6 | -4&-2 | -10 | 0.7 | 0.2
- COc1ccc(C2SCC(=O)Nc3c2c(=O)[nH]n3C2CCCCC2)cc1 (stereo not drawn)
    -0.1 | -2 | -2 | 9 | 0.9 | 12 | -11 | -0.2 | 1.1
- CCCCC(=O)N/N=C/c1c(O)n(-c2cccc3ccccc23)c(=O)[nH]c1=O
    -1.7 | -1 | 2 | 2 | -0.1 | -2 | 5 | -0.1 | 0.6
- CCC(=NCCN1CCOCC1)c1c(O)n(-c2ccccc2C)c(=O)[nH]c1=O
    -0.6 | -1 | 5 | 6 | -0.1 | 18 | -14 | 1.8 | 1.4
- COc1ccc(C(=O)Oc2cccc3cccnc23)cc1S(=O)(=O)N1CCOCC1
    -0.3 | 5 | 2 | 9 | 1.1 | 33 | 0 | -0.1 | 1.2
- Cc1ccc(-n2c(O)c(C=Nc3ccc(S(N)(=O)=O)cc3)c(=O)[nH]c2=O)cc1
    0.6 | -1 | -2 | 15 | 1.2 | -7 | 9 | 1.3 | 3.1
- O=C(O)c1cccc2nc3ccccc3nc12
    0.0 | 1 | 24 | 7 | 0.7 | -5 | -3 | 1.1 | 3.6
- O=C(Nc1ccccc1)c1cccn(Cc2ccccc2)c1=O
    8.8 | 4 | 14 | 8 | 4.2 | -90 | -7 | 1.3 | 0.1
- CCn1c(NN=O)nc2ccccc21
    0.1 | 3 | -29 | 7 | 0.1 | 0&-1 | -18 | 1.1 | -0.5
- CCCCn1c(=O)c(C(=O)Nc2cnccn2)c(O)c2ccccc21
    1.6 | 1 | -27 | 4 | 0.8 | 2 | 0 | 1.9 | 0.0
- OC(CNC1CCCCC1)C(F)(F)F (stereo not drawn)
    -0.2 | 2 | 1 | 7 | 1.1 | 33 | -4 | 2.3 | 0.2
- Cc1cc(OCC(=O)O)c2c3c(c(=O)oc2c1)CCCC3
    -0.5 | 2 | i | 3 | -0.1 | -18 | -23 | 0.3 | 2.1
- CC(C)(C)NC(=O)Cn1cc(C(=O)c2ccccc2F)c2ccccc21
    -0.9 | -1 | 26 | 3 | 0.2 | 3 | 10 | 0.0 | -3.7
- CC(=O)c1ccc(OC(C)C)c(Cc2c(O)[nH]c(=S)[nH]c2=O)c1
    -0.2 | -6 | -1 | 2 | -0.1 | 2&-6 | -5 | 0.5 | -0.6
- CC(Cc1ccccc1)[n+]1cc(/N=C(\[O-])Nc2ccccc2)on1 (stereo not drawn)
    3.5 | 1 | 18 | 2 | 0.9 | -6 | -9 | -0.6 | 0.3
- Cc1ccc(C)c(Cn2c(C(=O)O)c(C=O)c3ccccc32)c1
    0.6 | -2 | -11 | 3 | 0.2 | 27 | -3 | 2.3 | -2.0
- CN(C)C(Cc1ccccc1)C(=O)c1ccc(-c2ccccc2)cc1 (stereo not drawn)
    2.5 | 1 | 6 | 6 | 0.4 | 1 | 14 | -1.0 | -3.7
- CCN1CCN(C(=O)Cc2ccccc2OC)CC1
    2.0 | -1 | -31 | 3 | 0.8 | 22 | -14 | 1.2 | 1.4
- CN1C2CCC1CC(OC(=O)c1ccc(Cl)cc1)C2 (stereo not drawn)
    0.9 | 1 | 15 | 2 | 0.9 | -19 | -17 | 0.6 | -1.0
- CC(C(=O)c1c[nH]c2ccccc12)N1CCN(C(=O)c2ccco2)CC1 (stereo not drawn)
    0.9 | -2 | 6 | -3 | 1.2 | -36 | -1 | -0.5 | 0.8
- COCCCN1CCN(c2nnc3n2-c2sc(Br)cc2C(c2ccccc2Cl)=NC3)CC1
    0.5 | -1 | -53 | 0 | 0.2 | 7 | 9 | 0.1 | -0.2
- C=CCn1c(O)c(C(C)=NCc2ccco2)c(=O)[nH]c1=O
    0.6 | -5 | 7 | 4 | 1.0 | 0 | -9 | 1.1 | -2.2
- N=C1c2ccccc2CN1NC(=O)c1ccc(F)cc1
    -0.1 | -5 | -22 | -2 | -0.4 | -3 | -19 | 1.2 | 2.4
- COc1ccc(-c2nn(CCC#N)cc2C(=O)Nc2ccccc2Br)cc1[N+](=O)[O-]
    1.2 | 2 | 7 | -1 | 0.2 | -10 | -5 | -0.1 | -0.3
- Cc1ccc(C2(O)CCN3CCCCC32)cc1 (stereo not drawn)
    0.9 | 4 | 18 | 3 | 0.8 | 2 | 21 | 0.5 | -0.7
- CCN1CCN(Cc2nnnn2C(C)(C)C)CC1
    1.1 | 2 | 30 | 6 | 1.1 | 2&-25 | -7 | 0.7 | 0.4
- CC(=O)NN1C(=O)c2ccccc2NC1c1cccnc1 (stereo not drawn)
    0.6 | -1 | -396 | 5 | 0.8 | 35 | -29 | 0.5 | 2.7
- COc1ccccc1CN1CCCC(C(=O)c2ccccc2SC)C1 (stereo not drawn)
    -0.2 | 8 | -11 | -1 | -0.5 | -11 | 1 | -0.3 | 0.6
- CC1(C)Cc2c(C#N)c(N3CCNCC3)nc(-c3ccco3)c2CS1
    3.7 | 2 | -22 | 2 | 0.5 | 16 | -6 | -2.8 | 0.8
- O=C(c1ccccc1F)c1cn(Cc2ccc(F)cc2)c2ccccc12
    0.7 | -5 | -3 | 0 | 0.3 | 48 | -14 | 0.3 | 0.8
- CCCCCCC(=O)N/N=C/c1c(O)n(C2CC2)c(=S)[nH]c1=O
    0.4 | 1 | 29 | 4 | 0.3 | 23 | 12 | 0.4 | -2.8
- Cc1nn(Cc2ccccc2Cl)c(Cl)c1C(=O)OCC(=O)NCc1ccco1
    1.6 | 1 | -3 | 3 | -0.2 | 43 | -17 | 0.1 | 1.0
- CC(C)Oc1cccc(C(=O)C2CCCN(Cc3ccon3)C2)c1 (stereo not drawn)
    0.7 | 2 | 9 | 2 | 0.4 | 0 | -8 | 0.2 | 3.1
- CN1C(=O)N(C)C(=O)C2(Cc3ccccc3N3CCCC32)C1=O (stereo not drawn)
    -0.6 | -5 | -12 | -1 | 0.4 | -9 | -14 | 0.2 | 0.6
- O=c1c2ccccc2[nH]c(=S)n1-c1ccc2c(c1)OCO2
    0.3 | -4 | -4 | -2 | 0.4 | -7 | 4 | 0.7 | 2.0
- COC(=O)N1CCN(C(=O)Cc2ccc(Cl)c(Cl)c2)C(CN2CCCC2)C1 (stereo not drawn)
    0.6 | -1 | -12 | -3 | 1.0 | 9 | 8 | 0.4 | 1.6
- CCCC1=C(C(=O)OCC)C2(C(=O)Nc3ccccc32)C(C#N)=C(N)O1 (stereo not drawn)
    -1.2 | -2 | -15 | 0 | 0.2 | 5 | 4 | -0.1 | 0.4
- O=c1[nH]c(=O)n(CCc2ccccc2)c(O)c1C=NCc1ccc2c(c1)OCO2
    -0.7 | 2 | -14 | 3 | 0.7 | 20 | -16 | -0.2 | 1.5
- C=CCn1c(O)c(C(CC)=Nc2ccc(N(CC)CC)cc2)c(=O)[nH]c1=O
    0.5 | -1 | -4 | 1 | 0.3 | 8 | -9 | 0.6 | -0.1
- CC(C)(C)c1ccc(C(=O)C2CCCN(C3CCC3)C2)cc1 (stereo not drawn)
    -0.1 | 2 | 14 | 3 | 0.0 | 10 | 0 | -0.5 | -0.5
- C/C(=N\N1CCCCCC1)c1c(O)n(-c2ccccc2)c(=O)[nH]c1=O
    0.2 | 0 | -6 | 9 | 1.2 | 1 | -8 | -0.9 | 1.9

Ordered by SMILES length (lowest first): part of the list above
Every second line gives: zfTRPN1 agonist | Ba/F3 V617F tox | Calpain2 inh | BaF3 tox | TRPML3 agonist | EP2 modulator | S1P4 antagonist | PERK inh | S1P4 agonist
- O=c1c2ccccc2[nH]c(=S)n1-c1ccc2c(c1)OCO2
    0.3 | -4 | -4 | -2 | 0.4 | -7 | 4 | 0.7 | 2.0
- O=C(c1ccccc1F)c1cn(Cc2ccc(F)cc2)c2ccccc12
    0.7 | -5 | -3 | 0 | 0.3 | 48 | -14 | 0.3 | 0.8
- CN1C(=O)N(C)C(=O)C2(Cc3ccccc3N3CCCC32)C1=O (stereo not drawn)
    -0.6 | -5 | -12 | -1 | 0.4 | -9 | -14 | 0.2 | 0.6
- CC1(C)Cc2c(C#N)c(N3CCNCC3)nc(-c3ccco3)c2CS1
    3.7 | 2 | -22 | 2 | 0.5 | 16 | -6 | -2.8 | 0.8
- Cc1nn(Cc2ccccc2Cl)c(Cl)c1C(=O)OCC(=O)NCc1ccco1
    1.6 | 1 | -3 | 3 | -0.2 | 43 | -17 | 0.1 | 1.0
- C/C(=N\N1CCCCCC1)c1c(O)n(-c2ccccc2)c(=O)[nH]c1=O
    0.2 | 0 | -6 | 9 | 1.2 | 1 | -8 | -0.9 | 1.9
- CCCC1=C(C(=O)OCC)C2(C(=O)Nc3ccccc32)C(C#N)=C(N)O1 (stereo not drawn)
    -1.2 | -2 | -15 | 0 | 0.2 | 5 | 4 | -0.1 | 0.4
- C=CCn1c(O)c(C(CC)=Nc2ccc(N(CC)CC)cc2)c(=O)[nH]c1=O
    0.5 | -1 | -4 | 1 | 0.3 | 8 | -9 | 0.6 | -0.1
